AHR act: human AHR activation. P35869. AHR-responsive luciferase reporter cells, luminescence. activation, % at 5 µM. 320,000 compounds, 2.5% hits; in the data active = activation above about 47%;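 also: 0% = vehicle wells and 100% = reference agonist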
LAP4-GFP MLPCN: modulators of TOR pathway LAP4-GFP in S. cerevisiae | 320,000 compounds, 0.34% hits | S. cerevisiae LAP4-GFP multiplex, flow cytometry GFP, 3 h; median GFP as percent of DMSO wells | GFP response vs DMSO, % at 10 µM;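 active = GFP response vs DMSO above a set limit, about the screen mean plus 3 SD, cut at about 150% in these data; inconclusive = under 70 cell events counted for the yeast strain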
procasp7 counter: activates human procaspase-7, counter-screen for procaspase-3 activators; P55210; recombinant procaspase-7, Ac-DEVD-pNA absorbance 405 nm; D23A/D198A/D206A triple mutant, cannot self-cleave; scale: DMSO 0, 5 µM enzyme 100; 330,000 compounds, 0.093% hits; activation, % at 8.5 µM; AID 463210;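 active = percent activation above the screen-wide mean plus 3 SD, cut at about 25% in these data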
Target sequence (P55210 whole entry D23A/D198A/D206A): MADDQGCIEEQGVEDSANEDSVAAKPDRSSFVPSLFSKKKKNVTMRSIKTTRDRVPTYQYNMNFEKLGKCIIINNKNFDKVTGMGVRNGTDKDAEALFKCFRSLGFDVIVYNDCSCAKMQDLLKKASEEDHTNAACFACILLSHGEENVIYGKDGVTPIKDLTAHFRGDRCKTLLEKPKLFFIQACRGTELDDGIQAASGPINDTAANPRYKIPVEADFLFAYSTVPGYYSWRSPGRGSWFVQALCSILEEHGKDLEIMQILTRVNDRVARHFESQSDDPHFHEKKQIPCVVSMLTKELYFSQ
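Assay system – Uncleavable procaspase-7 mutant enzyme · Quantity – 2 µM procaspase-7 mutant as dispensed · Times – 1 h preincubation, 2 h reaction · Dosing – single nominal 8.5 µM compound dose, 0.8% DMSO final · Buffer or medium – Zinc-free 50 mM HEPES buffer, pH 7.4, with NaCl and Triton X-100 · Detection – Epi-absorbance of released pNA at 405 nm, two timepoints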
AGP1 TOR yeast: modulators of TOR pathway AGP1-GFP in S. cerevisiae; GFP response vs DMSO, % at 10 µM; S. cerevisiae AGP1-GFP multiplex flow cytometry, 3 h; GFP as percent of DMSO wells; 320,000 compounds, 0.02% hits;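 active = GFP response relative to DMSO above a set limit, near screen average plus 3 SD, cut at about 150% in these data; inconclusive = fewer than 70 cells counted for the yeast strain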;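 also: median GFP channel fluorescence of the gated AGP1 strain per well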
RPL19A-GFP yeast: alters RPL19A-GFP fluorescence in TOR pathway yeast screen; percent response vs DMSO, % at 10 µM; 330,000 compounds, 0.3% hits; S. cerevisiae RPL19A-GFP strain, flow cytometry, 3 h; hits give low values; AID 2025;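 active = percent response vs DMSO below 50%; inconclusive = fewer than 70 events counted for the yeast strain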;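 also: median channel GFP fluorescence of the barcoded RPL19A-GFP strain; ratio of sample median GFP to plate DMSO average so 100% = DMSO; lower means less RPL19A-GFP as with rapamycin TOR inhibition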
proCasp3 act: activators of human procaspase-3; recombinant procaspase-3 D3A, Ac-DEVD-pNA absorbance 405 nm; 330,000 compounds, 0.11% hits; activation, % at 8.5 µM;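 active = activation above the mean of all tested compounds plus 3 SD, cut at about 21% in these data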;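 also: 0% = DMSO alone and 100% = DMSO wells spiked with extra 5 µM PC-3 D3A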
Target sequence (P42574 whole entry D9A/D28A/D175A): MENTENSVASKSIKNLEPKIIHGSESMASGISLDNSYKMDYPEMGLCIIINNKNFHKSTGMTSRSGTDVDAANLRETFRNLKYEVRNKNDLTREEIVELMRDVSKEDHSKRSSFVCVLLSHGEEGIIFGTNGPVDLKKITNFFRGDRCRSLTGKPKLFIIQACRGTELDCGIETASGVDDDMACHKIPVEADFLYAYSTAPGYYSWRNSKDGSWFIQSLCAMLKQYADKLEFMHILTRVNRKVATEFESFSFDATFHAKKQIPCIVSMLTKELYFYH
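Assay system: Autoprocessing-dead procaspase-3 D3A mutant enzyme; also added: Ac-DEVD-pNA; doses: one concentration, 8.5 µM nominal, 0.8% DMSO; times: 1 h compound preincubation, 2 h substrate hydrolysis at 25 °C; technique: 405 nm absorbance of p-nitroaniline, reads at 0 and 120 min; measure: % activation between DMSO and enzyme-spiked controls; repeats: single replicate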
CIT2 TOR yeast: yeast TOR pathway CIT2-GFP modulation | S. cerevisiae CIT2-GFP strain, flow cytometry, 3 h; 100 means same as DMSO wells | GFP response vs DMSO, % at 10 µM | 320,000 compounds, 0.065% hits | AID 2029;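 active = GFP response relative to DMSO above a set limit, near the screen mean plus 3 SD, cut at about 150% in these data; inconclusive = Fewer than 70 cells measured for a yeast strain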;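 also: ratio of well median GFP fluorescence to mean of DMSO wells on the plate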
MEP2-GFP yeast: modulators of TOR pathway MEP2-GFP in S. cerevisiae | 330,000 compounds, 0.51% hits | S. cerevisiae MEP2-GFP strain, flow cytometry GFP, 3 h; 100% = DMSO control level | AID 2016 | GFP response vs DMSO, % at 10 µM;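 active = GFP response versus DMSO above a set limit, roughly screen mean plus 3 SD, cut at about 180% in these data; inconclusive = fewer than 70 cells counted for a yeast strain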;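 also: median GFP fluorescence of the barcode-gated MEP2-GFP cells per well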
Numbers without * were called inactive; ? = inconclusive; / = no result given; [ ] = dose if it differs, or a comment.

SMILES	AHR act	LAP4-GFP MLPCN	procasp7 counter	AGP1 TOR yeast	RPL19A-GFP yeast	proCasp3 act	CIT2 TOR yeast	MEP2-GFP yeast
NCCCn1c(C(=O)c2ccc(Cl)cc2)c2ccc(C(F)(F)F)cc2[n+]1[O-]	100*	97	-11	103	105	11	102	112
CN1C(=O)c2cccc3c(S(=O)(=O)N(C)C)ccc1c23	0	83	-1	98	99	-3	106	108
CCOC(=O)C1(Cc2cccc(OC)c2)CCN(Cc2ccc(OC)c(O)c2)CC1	1	97	8	76	91	-3	93	83
Clc1ccc(SCCOCCN2CCCCCC2)cc1	-1	103	9	95	103	11	102	107
O=C(NNC(=S)NC(=O)c1cccs1)c1ccc(NC(=O)c2ccccc2)cc1	9	87	-9	95	92	0	98	89
Cc1nc2ccc(S(=O)(=O)N(C)CC(=O)N3CCc4ccccc43)cc2s1	10	99	3	99	99	7	98	105
CCCNC(=O)c1ccccc1C(=O)NCCC	13	85	-7	85	90	-3	90	84
O=C(CN1CCCN(Cc2ccc(F)cc2Cl)C1=O)NC1CCCC1	-1	100	1	94	102	-10	101	112
COc1cccc(N2C(=O)C(O)=C(C(C)=O)C2c2ccc(OC)c(OC)c2)c1 (stereo not drawn)	1	84[may fluoresce red]	-22	88[may fluoresce red]	?	10	97[may fluoresce red]	89[may fluoresce red]
COc1ccc(N/C=C(\C=C\C#N)S(=O)(=O)c2ccccc2)cc1	4	99	1	107	110	7	109	109
CC(C)Oc1ccc(C(=O)NN2C(=O)NC3(CCCCC3)C2=O)cc1	1	102	7	99	96	-1	99	110
Cc1nc(NC(=O)CSc2ccccc2N)sc1C	5	92	-10	106	100	-10	107	101
Cc1ccccc1CSc1ccc(-c2ccc3c(c2)OCO3)nn1	2	87	10	101	103	12	116	102
CCN1CCN(CC(O)COc2ccc(Cl)cc2)CC1 (stereo not drawn)	10	99	-6	95	93	-1	91	120
O=C(CSc1nc2ccccc2s1)N1c2ccccc2Sc2ccc(C(F)(F)F)cc21	8	102	-5	94	97	3	94	114

Single records, as listed above. Order of screens: AHR act	LAP4-GFP MLPCN	procasp7 counter	AGP1 TOR yeast	RPL19A-GFP yeast	proCasp3 act	CIT2 TOR yeast	MEP2-GFP yeast
O=C(CSc1nc2ccccc2s1)N1c2ccccc2Sc2ccc(C(F)(F)F)cc21 in the list: 8	102	-5	94	97	3	94	114
COc1ccc(N/C=C(\C=C\C#N)S(=O)(=O)c2ccccc2)cc1 in the list: 4	99	1	107	110	7	109	109
Cc1nc(NC(=O)CSc2ccccc2N)sc1C in the list: 5	92	-10	106	100	-10	107	101

Looked up above.
Entry for O=C(NNC(=S)NC(=O)c1cccs1)c1ccc(NC(=O)c2ccccc2)cc1 under AHR act: 9
Entry for COc1cccc(N2C(=O)C(O)=C(C(C)=O)C2c2ccc(OC)c(OC)c2)c1 (stereo not drawn) under AGP1 TOR yeast: 88[may fluoresce red]
Entry for O=C(CSc1nc2ccccc2s1)N1c2ccccc2Sc2ccc(C(F)(F)F)cc21 under CIT2 TOR yeast: 94
Entry for CCN1CCN(CC(O)COc2ccc(Cl)cc2)CC1 (stereo not drawn) under MEP2-GFP yeast: 120
Entry for CCCNC(=O)c1ccccc1C(=O)NCCC under CIT2 TOR yeast: 90
Entry for CCOC(=O)C1(Cc2cccc(OC)c2)CCN(Cc2ccc(OC)c(O)c2)CC1 under proCasp3 act: -3
Entry for Clc1ccc(SCCOCCN2CCCCCC2)cc1 under MEP2-GFP yeast: 107

The results go on.
SMILES	AHR act	LAP4-GFP MLPCN	procasp7 counter	AGP1 TOR yeast	RPL19A-GFP yeast	proCasp3 act	CIT2 TOR yeast	MEP2-GFP yeast
Cc1cc(F)c(F)c(C(=O)N2CCC(C)CC2)c1Cl	0	89	-6	95	107	6	97	93
CCC(C)NCCCCOc1ccc(C)cc1[N+](=O)[O-] (stereo not drawn)	1	102	17	105	99	2	103	96
CCOC(=O)NC1c2ccccc2Oc2ccccc21	1	104	3	103	100	1	98	101
O=C(Nc1ccccc1)c1ccc(COc2ccccc2)cc1	1	89	-1	103	108	6	103	111
Cc1cccc(NC(=O)c2nc[nH]c2C(=O)N[C@@H](CC(C)C)C(=O)OCc2ccccc2)c1	0	115	1	87	101	9	98	95
O=C(O)C1CCCCC1C(=O)NCc1cn2ccccc2n1 (stereo not drawn)	7	102	-4	96	100	-4	98	100
CN1CCN(C(=O)C2=C[C@@H](c3ccccc3)C[C@@H](OCc3ccc(CO)cc3)O2)CC1	-1	99	1	80	92	5	80	86
O=C(/C=C/c1ccc(Br)cc1)N1CCN(c2cccc(C(F)(F)F)c2)CC1	9	124	1	101	100	-12	99	110
Cc1cc(C(F)F)n2ncc(C(=O)NCc3ccccc3C(F)(F)F)c2n1	16	101	8	96	98	9	104	100
Cc1ccc(C(=O)N/N=C/c2ccc(-c3ccccc3[N+](=O)[O-])o2)cn1	93*	103	8	122	96	-8	88	96
CC1CCCCC1N1CCN(C(=O)c2cccc(F)c2)CC1 (stereo not drawn)	1	93	10	101	97	7	99	94
CN(C)C1(CNC(=O)C2CCN(S(=O)(=O)c3ccccc3C(F)(F)F)CC2)CCCCC1	0	80	-3	102	107	3	114	100
Cc1cccc(NC(=S)N2CCOCC2)c1C	1	101	0	110	108	-3	117	112
O=C(Oc1ccc(Cl)c2cccnc12)N1CCCCCC1	11	90	6	91	97	4	95	96
COc1ccc(Nc2nnc(-c3ccncc3)s2)cc1Cl	3	92	0	92	102	2	88	106
Cc1onc(-c2c(F)cccc2Cl)c1C(=O)NC(=S)NCc1cccnc1	6	92	-7	101	102	6	106	107
CCCNC(=S)Nc1c(C)n(C)n(-c2ccccc2)c1=O	4	102	-5	101	99	-6	99	102
CCOC(=O)c1c(NC(=O)CNCC(O)CO)sc(C)c1C (stereo not drawn)	4	103	-6	106	103	-8	95	104
O=C(CSc1nncs1)NC1CCCCCCC1	1	96	-16	93	94	-8	84	96
Cc1cccn2c1nc(=S)n2C(=O)c1ccco1	15	99	5	93	89	-4	92	89
O=C(c1ccc(CSc2ccc(Cl)cc2)cc1)N1CCCC1	0	116	0	105	113	0	100	119
COC(=O)c1c(NC(C)=O)sc(C(=O)N2CCOCC2)c1C	2	84	3	97	97	-2	103	87
COc1ccc(NC(=O)Cn2c(C)cc(=O)c3ccccc32)cc1	13	99	1	103	104	2	110	104
O=C(O)c1ccccc1C(c1ccc(O)cc1)c1ccc(O)cc1	2	73	1	99	108	11	96	97
CCOc1cc(/C=C/c2cc(C(=O)O)c3ccccc3n2)ccc1O	0	92	-18	101	104	-4	101	113
O=C(NNC(=S)NC1CC2CCC1C2)c1ccc(Cl)cc1 (stereo not drawn)	2	112	4	106	101	4	95	100
CCN(C(=O)CSc1nnnn1-c1ccccc1)C1CCS(=O)(=O)C1 (stereo not drawn)	1	104	-2	102	102	6	96	103
CSc1cccc(NC(=S)N(CCCN2CCCC2)Cc2cccs2)c1	2	110	-9	107	98	-2	99	97
CCc1ccccc1Nc1nc(N)nc(COC(=O)C2=COCCO2)n1	-1	104	-1	100	100	-6	89	102
COc1ccc(-c2cc(-c3cc(F)ccc3O)[nH]n2)cc1OC	50*	119	-6	81	91	3	81	91
COc1cc2c(cc1OC)[C@@H](Cc1ccc(OCCC#N)cc1)N(C)CC2	0	99	1	105	102	6	109	108
CC(C)c1nc(SCC(=O)Nc2ccc(N(C)C)cc2)c2ccccc2n1	6	97	7	106	101	7	101	99
O=C(NCc1ccco1)c1cnc2sccn2c1=O	-2	100	9	100	98	-3	100	102
CCCCc1ccc(NC(=O)Nc2cnccn2)cc1	-10	88	-2	82	98	7	80	86
CCCc1nc(NCc2ccc3c(c2)OCO3)c2nnn(Cc3ccccc3Cl)c2n1	0	105	0	100	94	-1	95	106
O=C(COC(=O)Cc1ccc(F)cc1)Nc1cc(S(=O)(=O)N2CCOCC2)ccc1N1CCCC1	-1	96	-1	98	98	-8	94	101
C1CCC(C23CC4CC(CC(C4)C2)C3)NC1 (stereo not drawn)	-1	93	0	105	101	1	102	101
Cc1ccc(C)c(CN2C(=O)CSc3ccc(C(=O)N4CCCC4)cc32)c1	4	103	8	100	93	2	100	100
O=C(Cn1c(=O)oc2ccccc21)N(Cc1ccccc1)C1CCS(=O)(=O)C1 (stereo not drawn)	2	95	-1	98	99	-2	92	94
COc1cc(NC(=O)CN2C(=O)NC(C)(CC(C)C)C2=O)cc(OC)c1 (stereo not drawn)	5	101	6	99	101	0	94	96
CC1CCCN(C(=O)c2cc3c(-c4ccc(Cl)cc4)nn(C)c3s2)C1 (stereo not drawn)	82*	101	-15	103	99	-3	108	101
Cc1cc(C(=O)Nc2ccccc2)oc(=O)c1	3	101	3	102	96	-2	87	93
O=C(Nc1cccnc1)c1ccc(Oc2ccccc2)cc1	-2	104	5	92	95	2	87	101
Cc1ccc2nc(SCC(=O)Nc3c(C)n(C)n(-c4ccccc4)c3=O)[nH]c2c1	1	90	-4	88	89	-4	94	105
C=CCN1C(=O)CSc2ccc(C(=O)OCC)cc21	-3	103	11	97	98	4	102	101
CC1CCN(C(=O)c2ccc(N(C)S(C)(=O)=O)cc2)CC1	6	101	10	102	101	-7	109	100
Cc1ccnc(NC(=O)CSc2ccccn2)c1	1	101	-20	78	100	-7	81	101
Cc1no[n+]([O-])c1COc1cccc(/C=C2\N=C(c3ccccc3)OC2=O)c1	-1	99	11	81	106	-2	80	112
O=C(CSc1ccccc1)Nc1ccccc1C(=O)O	9	88	5	91	89	3	95	99
c1ccc(-c2nc(N3CCOCC3)c3ccccc3n2)nc1	38	93	-11	93	94	-11	82	93
Cc1ccc(-n2c(C)cc(/C=N/NC(=O)c3ccncc3)c2C)c(C)c1	4	102	-3	104	96	-5	96	103
Cc1nn(CCS(=O)(=O)c2ccc(Cl)cc2)c(C)c1Br	-2	/	-1	/	99	10	/	102
CCNS(=O)(=O)c1ccc2nc(NC(=O)c3cccnc3)sc2c1	2	101	2	97	99	-8	94	103
O=S(=O)(Nc1ccc2c(c1)nc1n2CCN(Cc2ccccc2)C1)c1ccccc1	2	98	-4	106	99	5	100	106
C/C(CC(=O)N(C(C)C)C(C)C)=N\NC(=O)c1ccccc1Br	6	92	4	93	96	8	95	107
CCOC(=O)c1cnc2c(C(F)(F)F)cccc2c1N1CCN(C)CC1	2	94	-5	88	103	4	95	101
Cc1cccc2cc(COC(=O)C3CCCO3)c(=O)[nH]c12 (stereo not drawn)	4	102	1	101	99	-4	100	100
N#C/C=C/N1CCN(C(=O)c2ccco2)CC1	-1	91	5	92	91	7	85	94
NC(=O)C1CCCN1S(=O)(=O)c1ccc2ccccc2c1 (stereo not drawn)	-1	103	6	107	111	-3	123	103
O=C(O)C(Cc1c[nH]c2ccccc12)NS(=O)(=O)c1ccccc1 (stereo not drawn)	13	87	3	95	102	-4	97	95
COC(=O)C1CCN(C(=O)c2oc3c(Cl)cc(C)cc3c2C)CC1	8	101	6	100	107	6	103	99
CC1Cc2ccccc2N1S(=O)(=O)c1cccc(C(=O)c2nccn2C)c1 (stereo not drawn)	10	99	1	98	97	5	99	97
CC(C)c1ccc(CNc2nc3nc4c(c(=O)n3[nH]2)CCC4)cc1	-1	101	0	105	98	-2	99	100

Assay outcomes deposited in PubChem BioAssay by several laboratories.
